# Bioassay records from PubChem BioAssay.
# FLuc inh: Firefly luciferase inhibition profiling of diverse chemical library using quantitative high-throughput screening | Luciferin 4-monooxygenase (Photinus pyralis), P08659 | purified P. pyralis luciferase, luminescence, biochemical | Potency, µM (titrated, usually from 115 µM), inactives show top-dose activity change, negative = inhibition, usual class: inhibitors | 76,000 compounds, 2.5% hits; also: potency is read from the fitted curve at half-maximal effect; nearly all actives have a fitted effect of over 65% in size
#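 Inhibitors were tested against purified firefly luciferase in a biochemical, low-substrate format (both substrates at 10uM) and luminescence measured with a CCD imager.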
# IP6K1 inh: Primary qHTS assay for small molecule inhibitors of Inositol hexaphosphate kinase 1 (IP6K1); Inositol hexakisphosphate kinase 1 (Homo sapiens), Q92551; IP6K1 kinase, ADP-Glo luminescence, 2 h; hits give low values; activity change, % (series mostly up to about 58 µM); 140,000 compounds, 0.81% hits; in the data active = activity change below about -25%
# Target sequence (Q92551 whole entry, looked up): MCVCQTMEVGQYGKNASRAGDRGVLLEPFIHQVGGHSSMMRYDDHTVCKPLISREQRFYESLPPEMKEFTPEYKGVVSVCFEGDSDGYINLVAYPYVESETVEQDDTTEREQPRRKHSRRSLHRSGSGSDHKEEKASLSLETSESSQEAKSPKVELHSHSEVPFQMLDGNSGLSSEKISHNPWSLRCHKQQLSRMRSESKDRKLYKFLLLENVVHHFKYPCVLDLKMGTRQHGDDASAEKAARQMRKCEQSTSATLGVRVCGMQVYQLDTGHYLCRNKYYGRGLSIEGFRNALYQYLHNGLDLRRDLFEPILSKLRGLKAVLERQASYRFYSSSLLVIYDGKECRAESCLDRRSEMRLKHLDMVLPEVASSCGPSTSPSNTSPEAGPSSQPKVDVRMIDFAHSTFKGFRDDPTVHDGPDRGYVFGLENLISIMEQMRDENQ
#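 ADP-Glo luminescence measures ADP made by human IP6K1 during a 2 h RT reaction with ATP/IP6 (mix at 1.3 mM/130 uM); top library doses 57.5 and 19.1 uM final.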
# HEK293 viab: GF-AFC viability counterscreen for inhibitors of alpha-synuclein gene (SNCA) expression | HEK-293-SNCA-luc viability, GF-AFC fluorescence, 24 h | Potency, µM (doses to about 57.1 µM), for the others: at the top dose activity change, negative = cytotoxicity, actives largely listed as cytotoxic | 150,000 compounds, 0.12% hits;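 also: potency is read from the fitted curve at half-maximal effect; 0% = DMSO-treated cells and -100% = medium-only wells without cells; nearly all actives have a fitted effect of over 30% in size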
#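 Cytotoxicity counterscreen: after 24 h compound treatment of genome-edited SNCA-luciferase HEK-293 cells, live-cell protease substrate GF-AFC read by fluorescence after 30 min; activity scaled between DMSO (0%) and medium-only (-100%), curves Hill-fitted.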
# SNCA expr inh: Primary qHTS assay for inhibitors of alpha-synuclein gene (SNCA) expression; Potency, µM (doses to about 57.2 µM), for inactives: at the highest dose activity change, negative = inhibition, hits mostly inhibitors; HEK-293 SNCA-luciferase knock-in, luminescence, 24 h; AID 1671194, 2021; 140,000 compounds, 0.17% hits;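 also: potency is read from the fitted curve at half-maximal effect; plate controls were DMSO cells for no effect and cell-free wells for full effect; nearly all actives have a fitted effect of over 45% in size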
# GPT2 inhibitor: Primary qHTS assay for inhibitors of Glutamate pyruvate transaminase 2 (GPT2). Potency, µM (titrated, usually from 57.7 µM), for the others: at the top dose activity change, negative = inhibition, hits mostly inhibitors. Recombinant GPT2, coupled pyruvate oxidase/HRP Amplex Red fluorescence. 100,000 compounds, 0.25% hits. Alanine aminotransferase 2 (Homo sapiens), Q8TD30; also: potency is read from the fitted curve at half-maximal effect; nearly all actives have a fitted effect of over 60% in size; many of its hits are not listed in these tables
# Target sequence (Q8TD30 whole entry, looked up): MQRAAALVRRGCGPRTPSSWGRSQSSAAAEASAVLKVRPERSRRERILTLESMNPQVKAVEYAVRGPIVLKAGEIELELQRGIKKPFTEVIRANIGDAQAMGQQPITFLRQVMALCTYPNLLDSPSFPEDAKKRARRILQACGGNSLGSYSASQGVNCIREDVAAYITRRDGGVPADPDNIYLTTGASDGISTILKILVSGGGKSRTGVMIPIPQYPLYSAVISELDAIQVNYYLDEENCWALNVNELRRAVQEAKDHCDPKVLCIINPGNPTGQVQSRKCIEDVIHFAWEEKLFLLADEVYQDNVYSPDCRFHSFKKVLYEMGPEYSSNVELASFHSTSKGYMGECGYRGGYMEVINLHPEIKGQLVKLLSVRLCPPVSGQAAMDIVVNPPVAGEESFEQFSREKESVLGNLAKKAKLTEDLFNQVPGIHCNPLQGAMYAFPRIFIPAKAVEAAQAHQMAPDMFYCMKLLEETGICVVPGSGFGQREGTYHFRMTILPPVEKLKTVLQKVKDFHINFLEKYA
#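 Inhibition is scored from Amplex Red fluorescence generated when pyruvate oxidase and HRP act on pyruvate released by GPT2. Reactions contain 10ng/uL enzyme, 250uM a-KG and 2mM L-alanine and run 30 min at room temperature.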
# HEK cytotox: Cytotoxic Profiling in HEK 293 Cell Line of Diverse Libraries Using Quantitative High-Throughput Screening. Potency, µM (series often up to 115 µM), inactives show at the top dose activity change, negative = cytotoxicity, most hits filed as inhibitors. 94,000 compounds, 6.6% hits. HEK 293 viability, ATP luminescence (CellTiter-Glo), 48-72 h; also: potency is read from the fitted curve at half-maximal effect; nearly all actives have a fitted effect of over 60% in size
#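 Luminescence from cellular ATP, measured with CellTiter-Glo, indicates HEK 293 viability. Cells plated at 250 cells/well are treated with compound for 48 or 72 hr at 37 degree Celsius before reagent addition.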
# NIH3T3 tox: Cytotoxic Profiling in NIH 3T3 Cell Line of Diverse Libraries Using Quantitative High-Throughput Screening; NIH 3T3 viability, CellTiter-Glo ATP luminescence, 48-72 h; Potency, µM (doses to about 96.7 µM), for the others: at the highest dose activity change, negative = cytotoxicity, actives largely listed as inhibitors; 94,000 compounds, 4.3% hits; AID 1345082, 2018; also: potency is read from the fitted curve at half-maximal effect; nearly all actives have a fitted effect of over 55% in size
#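 Mouse fibroblast NIH 3T3 cells, 400 per well, received compound via pintool and were incubated for 48 or 72 hr prior to CellTiter-Glo ATP luminescence measurement.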
# The depositor's hits bear a star; i = inactive; ? = inconclusive; · = not tested or not shown; [ ] = another dose, or the depositor's remark. Unless noted, calls follow the shape of the dose curve; as a rule, active = well fitted curve in the direction sought with a large enough effect; inconclusive = small, poorly fitted or top-dose-only effect, or another doubt; inactive = no such curve, though single readings can be large; an effect the other way counts as inactive or inconclusive. Unless noted, % is scaled to controls: 0 for no effect and ±100 for the full control effect. Only part of the results is shown. The share of hits here may be higher or lower than overall.
SMILES,FLuc inh,IP6K1 inh,HEK293 viab,SNCA expr inh,GPT2 inhibitor,HEK cytotox,NIH3T3 tox
C=CCOc1c(OC)ccc2c1CN(CCOC)C(=O)CCN2CC(O)COc1ccc(OC)cc1 (centres undefined),·,0,·,·,·,?,?
Cc1ccc(N2CCC(NC(=O)Cc3cccc(F)c3)C2=O)cc1 (centres undefined),-7%,-5,-2%,?,i,25µM*,32µM*
CC(C)CCNC1(Cc2cc(-c3ccc(F)cc3)on2)COC1,5%[172 µM],-9,5%[87.6 µM],4%[87.6 µM],i,?,?
CCCCN(C)S(=O)(=O)c1ccc(NC2=NS(=O)(=O)c3ccccc32)cc1,·,13,-6%,17%,·,·,·
C#CCSc1nc2sc3c(c2c(=O)n1Cc1ccccc1)CCCC3,·,6,9%,20%,·,·,·
Cc1ccc(NC(=O)c2cc3c(s2)CN(C2CC2)C3)cc1,8.9µM*,15,1%,111%[activator],i,?,?
Cc1ccc(CNC(=O)CSc2nc3ccsc3c(=O)n2-c2ccc(C(=O)O)cc2)cc1,·,16,12%,24%,·,·,·
Clc1ccc(-n2c(Cc3ccccc3)nnc2SCc2nc(-c3cccs3)no2)cc1,·,18,-25%,?,·,·,·
Cc1cc(NC(=O)Cn2c(-c3cccc(Cl)c3)nc(C)c(CCO)c2=O)no1,2%,-12,-16%,23%,i,?,?
COC[C@@H]1CN(C(=O)COc2ccccc2)C[C@H]1c1nc(C2CC2)no1,-2%,-7,-5%,12%,i,-4%,i
CC(=O)O[C@H]1C[C@@H]2CC[C@H]3[C@H]4C[C@H]([N+]5(C)CCCCC5)[C@@H](OC(C)=O)[C@@]4(C)CC[C@@H]3[C@@]2(C)C[C@H]1[N+]1(C)CCCCC1,·,·,7%,41%[activator],i,·,·
COc1ccc(CNC(=O)Cn2cccc2-c2nc(-c3ccc4c(c3)OCO4)no2)cc1OC,-1%,17,1%,0%,i,4%,i
COCc1nc(C2CCN(S(C)(=O)=O)C2)no1 (centres undefined),-2%,-6,6%,-9%,0%,-6%,-1%
COCCCn1c(=O)c(C(=O)N2CCN(C(=O)c3ccc(Cl)cc3)CC2)nc2cccnc21,·,4,2%,-13%,i,-8%,-1%
Cc1nc2ccc(S(=O)(=O)N(CC(=O)Nc3cccc(C)c3C)Cc3ccccc3)cc2s1,·,-14,2%,6%,·,·,·
O=C(Nc1ccc(Cl)cc1)N1CCC(C(=O)N2CCC(N3CCOC3=O)CC2)CC1,·,23,0%,4%,i,-6%,-24%
Cc1nc(N(C)C)ncc1C(=O)N1CCC(C(=O)NCc2ccccn2)CC1,1%,7,-6%,-22%,i,5%,-4%
Cc1ccc(C)c(NC(=O)C(Cc2ccccc2)n2cccc2)c1 (centres undefined),·,6,5%,9%,·,·,·
COCCNC(=O)C1CCCN(Cc2cccc(-c3ccccc3OC)c2)C1 (centres undefined),·,2,-11%,-13%,-3%,?,?
Cc1cc(C)cc(NC2=N[C@H]3[C@@H](O)[C@H](O)C[C@H](C(=O)NCCN4CCCCC4)[C@H]3S2)c1,2%,-5,-5%,37%[activator],-1%,i,-3%

# Rewritten bar-delimited: entries from further up
canonical_smiles | FLuc inh | IP6K1 inh | HEK293 viab | SNCA expr inh | GPT2 inhibitor | HEK cytotox | NIH3T3 tox
COc1ccc(CNC(=O)Cn2cccc2-c2nc(-c3ccc4c(c3)OCO4)no2)cc1OC | -1% | 17 | 1% | 0% | i | 4% | i
COCc1nc(C2CCN(S(C)(=O)=O)C2)no1 (centres undefined) | -2% | -6 | 6% | -9% | 0% | -6% | -1%
COCCCn1c(=O)c(C(=O)N2CCN(C(=O)c3ccc(Cl)cc3)CC2)nc2cccnc21 | · | 4 | 2% | -13% | i | -8% | -1%
Cc1nc2ccc(S(=O)(=O)N(CC(=O)Nc3cccc(C)c3C)Cc3ccccc3)cc2s1 | · | -14 | 2% | 6% | · | · | ·
O=C(Nc1ccc(Cl)cc1)N1CCC(C(=O)N2CCC(N3CCOC3=O)CC2)CC1 | · | 23 | 0% | 4% | i | -6% | -24%
Cc1nc(N(C)C)ncc1C(=O)N1CCC(C(=O)NCc2ccccn2)CC1 | 1% | 7 | -6% | -22% | i | 5% | -4%
Cc1ccc(C)c(NC(=O)C(Cc2ccccc2)n2cccc2)c1 (centres undefined) | · | 6 | 5% | 9% | · | · | ·
COCCNC(=O)C1CCCN(Cc2cccc(-c3ccccc3OC)c2)C1 (centres undefined) | · | 2 | -11% | -13% | -3% | ? | ?
Cc1cc(C)cc(NC2=N[C@H]3[C@@H](O)[C@H](O)C[C@H](C(=O)NCCN4CCCCC4)[C@H]3S2)c1 | 2% | -5 | -5% | 37%[activator] | -1% | i | -3%

# Further entries follow:
SMILES,FLuc inh,IP6K1 inh,HEK293 viab,SNCA expr inh,GPT2 inhibitor,HEK cytotox,NIH3T3 tox
O=C(c1cnccn1)N1CC[C@H](c2nc3ccccc3o2)C1,-2%[172 µM],17,-1%[87.6 µM],21%[87.6 µM],-3%[88.5 µM],-3%[172 µM],5%[174 µM]
O=C(NCc1ccc(Cl)cc1)C1CN(C2CCCC2)C(=O)N1 (centres undefined),·,-3,4%[12.5 µM],-5%[87.6 µM],-7%[88.5 µM],-27%[172 µM],-37%[138 µM]
O=C1NC2(Cc3ccccc31)CN(C(=O)c1ccccn1)C2,·,5,3%[87.6 µM],2%[87.6 µM],2%[88.5 µM],i,-18%[138 µM]
CC(C)CCN1CCC2(CC1)CC(=O)Nc1ccccc1O2,-6%[172 µM],8,0%[87.6 µM],-25%[87.6 µM],i,-22%[172 µM],-18%[138 µM]
CC(Sc1nc(=O)cc(N)n1CCc1ccccc1)C(=O)Nc1cccc(Cl)c1 (centres undefined),·,4,-5%,-26%,·,·,·
Cc1ccc(-n2ncc3c(NCCCN4CCOCC4)ncnc32)cc1,·,5,-9%,84%[activator],·,·,·
CC(C)CC(=O)N1c2nc(C(C)C)nn2C2(CCCCC2)[C@@H]2CCCC[C@@H]21,·,0,2%,-17%,·,·,·
CC(C)(O)CN[C@H]1[C@H](O)[C@H](O)C[C@@H]1c1ccccc1,-1%[230 µM],14,-2%[87.6 µM],-10%[87.6 µM],-4%[88.5 µM],-2%[230 µM],0%[230 µM]
O=C(CCn1cnnn1)N1CC(c2noc(C3CCCN3CC3CC3)n2)C1 (centres undefined),7%,2,0%[12.5 µM],21%,i,-8%,i
O=C(c1ccc(C(F)(F)F)cc1)N1CCCC(c2nn(-c3ccccn3)c(=O)[nH]2)C1 (centres undefined),·,-2,1%,?,1%,0%,-15%
CC1CCC2(CC1)NC(=O)N(CC(=O)Nc1cccc(F)c1)C2=O (centres undefined),8%,-7,-11%,3%,-5%,-12%,-3%
CCn1cc(-c2ccc(Cl)cc2)cc1C(=O)NCCN1CCOCC1,-9%,1,?,3%,i,?,?
COc1ccc(C2Cn3nnc(-c4noc(-c5ccncc5)n4)c3CO2)cc1 (centres undefined),3%,-4,6%,-13%,0%,12%,0%
O=C(c1ccc(Cl)nc1)N1CCn2c(nnc2C2CC2)C1,·,-11,-1%[87.6 µM],7%[87.6 µM],0%[88.5 µM],5%[172 µM],i
COc1cc(OC)cc(C(=O)Nc2ccc3c(c2)n(C)c(=O)c(=O)n3C)c1,·,23,-11%,18%,·,·,·
CN1[C@@H](CCC(=O)N2CCCC2)CNC(=O)[C@@H]2[C@H]1CCN2Cc1ccc(S(C)(=O)=O)cc1,-3%,0,6%,-16%,i,i,4%
Cc1cccc2oc(CNC(=O)[C@H]3CCC[C@H](O)C3)nc12,0%,20,-4%,6%,i,-2%,3%
COc1cccc(NC(=O)c2ccc3nc(CCc4ccccc4)oc3c2)c1,·,-6,-1%,95%[activator],·,·,·
O=C1CC(c2ccccc2)N(C(=O)C2CC2)CCCN(C(=O)NC2CCCCC2)CCN1 (centres undefined),2%,-1,-2%,8%,4%,i,-12%
CC(C)(C)c1ccc(C(=O)N2CCC3(C2)NC(=O)N(Cc2ccccc2)C3=O)cc1 (centres undefined),-24%,2,-1%,-10%,i,?,?
CCn1c(=O)cc(OCC(=O)N2CCN(c3cccc(Cl)c3)CC2)c2ccccc21,·,0,-9%,9%,·,·,·
Cc1cccc(Cn2cc(C(=O)c3ccccc3)c(=O)c3cc4c(cc32)OCO4)c1,·,-4,-2%,36%[activator],·,·,·
COc1ccc(Cn2c(=O)c(C(=O)NCC(F)(F)F)nc3cccnc32)cc1,·,11,3%,-14%,0%,-16%,-13%
O=C(c1ccc(F)cc1)N1CCC2(CC1)CCN(CCc1ccccc1)c1ccccc1O2,-2%,4,-9%,-30%,i,40µM*,?
N#Cc1ccc(C(=O)N2CCOCCNC(=O)CC2)cc1,0%,0,1%,-1%,i,1%,-16%
COc1ccc(-c2ccccc2C(=O)N2CCC(NC(=O)c3ccc(C)cc3)CC2)nn1,·,3,·,·,·,5%,-13%
O=C(NCc1ccc2c(c1)OCO2)c1nc(-c2cccnc2)c2cnccn12,-18%,1,3%,2%,1%,?,-28%
Cc1ccc(Cl)cc1-n1nc(-c2c(C)nc3scc(CC(=O)NCCC(C)C)n3c2=O)cc1C,-8%,6,?,-10%,?,?,?
Cc1ccc([S+](=O)([O-])N2CCCN(CCn3nc4n(c3=O)CCCC4)CC2)cc1,·,7,·,·,·,-17%,-24%
CS(=O)(=O)Nc1ccc(C2(C(=O)O)CCCCC2)cc1,?,0,4%,32%[activator],-12%,11%,i
CC(C)CN1CCc2[nH]cnc2C12CCN(C(=O)CN1CCOC1=O)CC2,8%,-2,-2%,-11%,5%,4%,-8%
COc1ccccc1OC1(C(=O)O)CCN(C(=O)CC2CC2)CC1,4%,5,11%,5%,4%,-2%,-3%
CCOc1ccc2oc(=O)cc(CN3CCN(C(=O)c4ccc(OC)c(OC)c4)CC3)c2c1,·,-10,-19%,-12%,·,·,·
O=C(CCn1ccc2cc(S(=O)(=O)N3CCCC3)ccc21)NCc1cccc(Cl)c1,·,1,-2%,-21%,·,·,·
Cc1ccc2ncc(C(=O)Nc3ccc(OC(F)(F)F)cc3)c(=O)n2c1,·,-22,7%,-17%,·,·,·
CSCCC(NS(=O)(=O)c1ccc2c(c1)oc(=O)n2C)C(=O)N1CCN(c2ccc(C(C)=O)cc2)CC1 (centres undefined),·,23,6%,55%[activator],·,·,·
C#CCNC(=O)C1CCN(c2nccc(Nc3ccccc3Cl)n2)CC1,·,12,4%[12.5 µM],29%,4%,?,45µM*
